Compound activity (PubChem BioAssay)
SUMO1 PPI mod = alters human SUMO1 binding to SIM partners | P63165 | 0.33% of 360,000 active | inhibition, % at 20 µM | SUMO1 binding to a labelled peptide, TR-FRET, 1 h; in the data active = inhibition above about 37%
Target sequence (P63165 whole entry, looked up): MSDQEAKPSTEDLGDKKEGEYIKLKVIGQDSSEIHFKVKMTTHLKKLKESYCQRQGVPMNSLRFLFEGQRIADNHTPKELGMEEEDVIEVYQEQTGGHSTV
CSN deneddyl inh = blocks human CSN-mediated cullin deneddylation; AID 651999; Q92905; Purified CSN, SCF-Nedd8-OG deneddylation, fluorescence polarization; inhibition, % at 12.5 µM; 0.38% of 360,000 active;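 active = pattern-corrected inhibition above about 35%, with an unprinted fluorescence ratio check between 0.5 and 1.5, limit read from the data, passing the limit was not always enough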;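 note: 0% = enzyme with substrate and 100% = substrate without enzyme; some results filed as inactive read as strong as hits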
Target sequence (Q92905 whole entry, looked up, one chain of several): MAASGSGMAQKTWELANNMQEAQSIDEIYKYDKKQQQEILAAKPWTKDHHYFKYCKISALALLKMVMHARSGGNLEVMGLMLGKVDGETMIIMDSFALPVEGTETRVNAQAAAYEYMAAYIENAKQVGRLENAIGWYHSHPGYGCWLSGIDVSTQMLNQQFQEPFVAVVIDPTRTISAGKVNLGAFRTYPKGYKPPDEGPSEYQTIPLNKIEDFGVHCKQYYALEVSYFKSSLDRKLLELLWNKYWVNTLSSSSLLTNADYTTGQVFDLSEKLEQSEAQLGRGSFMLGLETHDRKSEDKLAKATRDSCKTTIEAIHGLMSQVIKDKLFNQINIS
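Material: purified human Csn5 enzyme expressed in HEK293T cells / Medium: Tris buffer pH 7.5, NaCl, DTT, Tween-20, trehalose, ovalbumin / Compound dosing: 12.5 µM single point / Schedule: 90 min incubation of compound, enzyme and substrate at room temperature / Signal: fluorescence polarization of the substrate / Control set: no-enzyme wells high, enzyme-with-substrate wells low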
DNMT1 inh = blocks human DNA methyltransferase DNMT1; P26358; DNMT1 molecular beacon, Hinp1I cleavage, fluorescence; inhibition (reported as % activation of signal), % at 10 µM; 0.83% of 360,000 active; in the data active = inhibition above about 50%
STEP inh = inhibitors of human striatal-enriched phosphatase STEP. AID 588621. recombinant STEP, OMFP fluorogenic substrate, fluorescence. P54829. inhibition, % at 20 µM. 0.25% of 360,000 active;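 active = inhibition at 20 µM, scaled per plate between control wells, above about 37%, limit read from the data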;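 note: 0% = DMSO with enzyme and substrate and 100% = substrate only without enzyme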
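Material: STEP (striatal-enriched tyrosine phosphatase) enzyme, cell-free; Compound dosing: 20 µM single dose in 1% DMSO; Technique: fluorescence read at 480 nm ex / 540 nm em; Times: reaction 20 min, ambient temperature; Medium: 50 mM Bis-Tris pH 6.0 with 2.5 mM DTT and 0.005% Tween 20; Also added: OMFP at 25 µM.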
LMPTP block = LMPTP (human) inhibition; recombinant LMPTP-A, OMFP fluorogenic substrate, fluorescence intensity; inhibition, % at 20 µM; 0.22% of 360,000 active; AID 651560;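 active = compounds that cut the enzyme signal by at least half of the control window in the single-dose screen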;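 note: plate controls were DMSO wells with enzyme plus substrate for no effect and substrate without enzyme for full effect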
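material = LMPTP-A | quantity = 0.625 nM enzyme | reagent = OMFP substrate, 400 µM final | buffer or medium = Bis-Tris pH 6.0, DTT, detergent | detection = endpoint fluorescence intensity from OMFP dephosphorylation | dosing = single 20 µM dose | read-out basis = % inhibition relative to no-enzyme and uninhibited control wells | control set = no-enzyme and uninhibited controls | timing = 50 min at room temperature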
Rpn11 inh = blocks the human proteasome subunit Rpn11 | O00487 | human 26S proteasome, Ub4-pepOG fluorescence polarization; 20S core pre-blocked with epoxomicin | calls only at 20 µM | 0.59% of 360,000 active;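 active = inhibition at 20 µM, scaled to each plate's controls, above about 33%, limit read from the data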
Target sequence (O00487 whole entry, looked up): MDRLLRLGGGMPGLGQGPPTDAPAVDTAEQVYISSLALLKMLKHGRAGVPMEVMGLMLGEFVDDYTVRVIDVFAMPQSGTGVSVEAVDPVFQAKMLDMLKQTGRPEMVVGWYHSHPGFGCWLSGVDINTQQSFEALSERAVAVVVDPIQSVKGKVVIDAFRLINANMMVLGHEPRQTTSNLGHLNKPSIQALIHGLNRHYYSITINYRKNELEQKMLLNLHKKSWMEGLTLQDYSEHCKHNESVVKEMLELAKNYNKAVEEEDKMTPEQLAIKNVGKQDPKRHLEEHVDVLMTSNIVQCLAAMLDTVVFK
Tb MetRS inh = Trypanosoma brucei MetRS inhibition; inhibition, % at 11.9 µM; purified T. brucei MetRS, ATP depletion, Kinase-Glo luminescence; 0.4% of 360,000 active;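 active = inhibition above a per-plate cutoff of the control wells' mean inhibition plus 3 SD, cut at about 5.5% in these data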;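 note: 0% = DMSO wells median and 100% = median of wells with control inhibitor compound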
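Test system – parasite MetRS enzyme · Reagent – substrates ATP, L-methionine and bulk Escherichia coli tRNA · Doses – 11.9 µM compound single dose, 0.9% DMSO · Times – 15 min enzyme-compound preincubation, 2 h reaction, 10 min detection, 25 °C · Signal – Kinase-Glo luminescence, ATP depletion format · Controls – DMSO-only wells as low control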
PABP1 MLLE inh = blocks PAM2 peptide binding to the PABP1 MLLE domain | 0.36% of 360,000 active | inhibition, % at 20 µM | AID 588489 | GST-MLLE / FITC-PAM2 fluorescence polarization; in the data active = inhibition above about 35%, passing the limit was not always enough;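 note: plate controls were DMSO wells with GST-MLLE for no effect and wells lacking GST-MLLE protein for full effect; some results filed as inactive read as strong as hits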
NadD block = blocks S. aureus nicotinate mononucleotide adenylyltransferase; purified NadD enzyme, colorimetric absorbance read-out; inhibition, % at 20 µM; 0.78% of 360,000 active; AID 602399; in the data active = inhibition above about 26%; note: some compounds past the cut are filed as inactive
Scp-1 inhibitor = inhibitors of human Scp-1 phosphatase; 0.88% of 340,000 active; Recombinant Scp1, phosphopeptide, malachite green phosphate absorbance; AID 493091; inhibition, % at 20 µM; Q9GZU7;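 active = inhibition above about 50% at 20 µM, limit read from the data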;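 note: plate controls were DMSO wells with enzyme for no effect and wells lacking enzyme for full effect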
Target sequence (Q9GZU7 76-261 limits assumed): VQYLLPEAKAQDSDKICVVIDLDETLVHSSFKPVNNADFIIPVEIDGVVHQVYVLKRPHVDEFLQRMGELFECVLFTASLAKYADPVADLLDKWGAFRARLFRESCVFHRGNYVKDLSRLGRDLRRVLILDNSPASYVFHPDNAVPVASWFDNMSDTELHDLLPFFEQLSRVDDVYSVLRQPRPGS
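Test system – truncated SCP-1 phosphatase (76-261aa) · Reagent – Phosphorylated 17-residue peptide substrate · Incubation – 45 min room-temperature reaction, 5 min colour, 30 min stabiliser · Detection – colorimetric phosphate reagent with accelerator and stabiliser, absorbance at 630 nm · Measure – % inhibition at 20 µM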
An asterisk follows results filed as active; i = inactive; / = no result given; & = joins results of further samples; ! = not active in a repeat. Compounds as they come; about 3.6% have a hit in one of these screens.

SMILES	SUMO1 PPI mod	CSN deneddyl inh	DNMT1 inh	STEP inh	LMPTP block	Rpn11 inh	Tb MetRS inh	PABP1 MLLE inh	NadD block	Scp-1 inhibitor
Cc1cccc(N(C(=O)Cc2cccs2)C(C(=O)NCc2ccco2)c2ccncc2)c1 (stereo not drawn)	-2	3	-5	1	-0.3	i	0.2	5	0	5
O=C(O)c1ccc(Cn2c(=S)[nH]c3cc(Cl)ccc3c2=O)cc1	8	1	0	3	-0.5	i	-1.3	-55	-4	-15
COC(=O)c1c(NC(=O)COC(=O)CCNS(=O)(=O)c2ccccc2)sc(C)c1C	4	3	-3	2	0.9	i	-0.1	17	-11	-7
COc1ccc(C)cc1NC(=O)C1CCCN1S(=O)(=O)c1ccccc1F (stereo not drawn)	-1	0	-1	-4	-0.2	i	-0.5	-44	9	-12
Cc1cccc(C)c1NC(=O)CCN1C(=O)C2C3CCC(C3)C2C1=O (stereo not drawn)	-3	-1	3	1	-1.8	i	0.6	8	0	-8
Cc1cc(C)c(OCCOCCN2CCN(C)CC2)c(Cl)c1	3	-4	2	0	-2.2	i	0.5	-9	-4	-10
CCOc1ccc(C)cc1-n1nc2ccccc2n1	-1	4	7	-1	0.0	i	-1.6	1	-4	-8
CCN1CCC2(CC1)N=C(c1ccc(F)cc1)C(=S)N2C(=O)c1ccc(C(C)(C)C)cc1	17	-7	4	56*	-1.2	i	-1.5	31	-1	6
Fc1ccc(C2=CC(c3ccc(Br)o3)n3ncnc3N2)cc1 (stereo not drawn)	-16	-46	19	-8	12	i	-0.5	167	7	4
Cc1ccc(S(=O)(=O)Cc2ccc(C(=O)N3CCC(C)CC3)cc2)cc1	-1	-1	3	2	-2.2	i	-0.3	4	-4	5
CC(CC(=O)OCC(=O)NC1CCS(=O)(=O)C1)c1ccccc1 (stereo not drawn)	0	-2	1	-2	0.1	i	-0.6	6	2	27
CCOc1ccccc1NC(=O)Nc1cc(OC)ccc1OC	-4	6	4	1	-0.3	i	-1.1	-12	-6	-6
Cc1cccc(/N=C/c2c(O)[nH]c3ccccc23)n1	-22	4	1	2	2.2	i	-1.0	0	6	20
Cn1nc(C(F)(F)F)c(-c2ccccc2)c1N	1	0	-2	0	-0.5	i	-0.2	-3	-4	-7
COc1ccccc1CCC(=O)OCC(=O)Nc1ccc(S(N)(=O)=O)cc1	1	-8	0	0	0.0	i	-0.5	-26	-7	-8
Brc1ccc(-c2cn3c(n2)SCC3)cc1	-3	-10	-3	2	-0.4	i	1.1	-5	-2	-5
Cc1ccc(S(=O)(=O)NNC(=O)C2COc3ccccc3O2)cc1 (stereo not drawn)	13	-11	0	2	-0.7	i	-0.9	-9	2	0
COCCn1c(C)cc(C(=O)COC(=O)c2ccc(Br)o2)c1C	0	2	-2	0	0.4	i	-0.4	-3	-3	10
O=C(Cn1c(=O)oc2ccccc21)Nc1ccccc1N1CCOCC1	0	-2	1	-2	0.1	i	-0.2	6	-2	-3
COc1cccc(C2c3cc4c(cc3OC(N3CCOCC3)C2C)OCO4)c1O (stereo not drawn)	1	2	-5	-2	2.0	i	-0.4	7	-1	-8
Fc1cccc(CN2CCC(Cc3ccccc3)CC2)c1	1	0	2	2	-1.2	i	-0.4	6	-4	-10
Cc1nnc(N2C(=O)C(O)=C(C(=O)c3ccco3)C2c2ccc(C(C)(C)C)cc2)s1 (stereo not drawn)	-15	-3	12	3	0.6	i	-0.5	10	18	-7
COc1ccc(CCN2C(=O)CSC2=Nc2ccc(C(C)C)cc2)cc1OC	1	1	0	2	4.4	i	-0.2	-1	1	7
COc1cccc(N2CCN(c3nc(-c4ccccc4C)cc(=O)[nH]3)CC2)c1	1	-6	-2	-1	0.5	i	-0.8	-1	-5	6
Cc1onc(-c2ccccc2)c1NC(=O)N(Cc1ccccc1)C(C)C	2	-4	2	-1	-0.8	i	-0.6	4	-4	-27
O=C(COC(=O)c1ccc(Cl)c(S(=O)(=O)N2CCCC2)c1)NC1CCCC1	4	-3	3	-1	-0.4	i	0.1	10	6	14
CC(C)Cc1nn2c(N)c(/C=C3\C=Nc4ccccc43)c(=O)nc2s1	-5	0	-4	2	3.7	i	0.1	0	13	-6
Cc1sc2nc(SCC(=O)NCc3cccs3)[nH]c(=O)c2c1C	2	-2	3	1	1.0	i	0.4	-1	5	-6
COc1ccccc1NC(=O)c1cc(S(=O)(=O)N2CCc3ccccc32)ccc1F	4	-2	-1	-1	2.4	i	-0.3	-12	-4	-9
CNC(=O)OCc1cccc(COC(=O)NC)n1	-2	5	1	1	-1.9	i	-0.4	-17	7	1
CCOC(=O)Nc1ccc(S(=O)(=O)Nc2cc(C)on2)cc1	-2	0	3	12	0.0	i	-0.3	13	3	-6
Cc1ccc(-c2cc(C(=O)Nc3ccc(S(=O)(=O)N4CC(C)OC(C)C4)cc3)[nH]n2)c(O)c1 (stereo not drawn)	7	5	124*	7	26	i	-0.7	0	3	-7
NC(=O)NC(=O)C(Nc1ccc(N2CCCCC2)cc1)c1ccccc1 (stereo not drawn)	5	4	1	2	0.6	i	-0.5	5	2	-8
O=C(CS(=O)(=O)Cc1ccccc1)NCc1ccccc1Cl	3	4	4	0	-1.3	i	-0.7	5	-7	-2
CCN(CC(=O)Nc1c(F)cccc1F)C(=O)CNC(=O)c1ccc2ccccc2c1	-10	-3	1	0	-0.4	i	-0.3	2	-4	-7
O=C1C(O)=C(O)C(=O)c2ccccc21	-10	6	21	7	10	i	-1.1	35	-1	1
O=C(Nc1c(Br)cc2c(c1Br)Cc1cc([N+](=O)[O-])ccc1-2)C(Cl)Cl	-6	-4	11	2	0.3	i	0.3	-3	21	2
OC(COc1ccc2cc(Br)ccc2c1)Cn1ccnc1 (stereo not drawn)	-9	6	-7	0	0.5	i	6.2*	14	7	8
CC(=O)C(N=Nc1ccccc1)(Sc1nnc(-c2ccccc2)n1-c1ccccc1)C(=O)Nc1ccccc1 (stereo not drawn)	1	0	3	2	0.2	i	-0.2	-13	28	-21
COc1ccc(C(=O)N/C(=C\c2ccccc2)C(=O)NC(CCSC)C(=O)O)cc1 (stereo not drawn)	0	-3	2	1	-0.5	i	-0.9	5	7	-8
COc1cc(C2CC(c3ccccc3)=NN2c2ccccc2)ccc1OCC(=O)O (stereo not drawn)	-13	2	-2	2	0.0	i	0.1	-2	6	-9
COc1ccc(Cn2cc(CN(C)C3CN(Cc4cn(Cc5ccc(OC)cc5)nn4)S(=O)(=O)C3)nn2)cc1 (stereo not drawn)	1	2	/	/	0.5	/	-0.7	/	-3	/
CC(C)CCn1c(N2CCN(c3cccc(Cl)c3)CC2)nc2c1c(=O)[nH]c(=O)n2C	-3	-1	-2	1	1.3	i	-0.7	10	-3	-12
CCOC(=O)CNC(=O)C1c2ccccc2Oc2ccccc21	-3	-1	-4	-1	-0.4	i	0.3	16	-9	-4
Oc1c(Br)cccc1/C=N/Nc1c(F)c(F)c(F)c(F)c1F	0	7	-12	2	2.2	i	-0.5	2	-3	-9
COc1ccccc1N1CCN(C2CCCN(Cc3c(F)cccc3F)C2)CC1 (stereo not drawn)	3	-3	1	-1	-1.4	i	0.0	-2	-5	-7
COc1cccc(-c2cnc(C(O)c3ccc(CN4CCCC4)cc3)[nH]2)c1 (stereo not drawn)	2	1	3	-1	1.8	i	-0.2	-7	0	/
COc1ccc(CNC(=O)C2CC(c3ccccc3C(F)(F)F)=NO2)cc1 (stereo not drawn)	5	100	72*	0	-0.3	i	-0.1	8	-3	-3
Cc1nc(CCNC(=O)CC2C(=O)NCCN2CC(C)C)nc2c1CCC2 (stereo not drawn)	-8	-1	-1	-2	0.2	i	-0.4	11	-2	-6
Cc1cccc(NC(=O)CNC(=O)CCNC(=O)c2ccc(C(C)(C)C)cc2)c1C	-1	-1	3	-2	0.1	i	-0.5	-4	0	-5
New compounds follow
SMILES	SUMO1 PPI mod	CSN deneddyl inh	DNMT1 inh	STEP inh	LMPTP block	Rpn11 inh	Tb MetRS inh	PABP1 MLLE inh	NadD block	Scp-1 inhibitor
C=CCC1c2cccc(C(=O)OC)c2C(=O)N1c1ccccc1 (stereo not drawn)	1	-1	3	-3	-0.4	i	-1.4	-1	-3	-8
NC(=NCCCCCCN=C(N)/N=C(\N)Nc1ccc(Cl)cc1)/N=C(\N)Nc1ccc(Cl)cc1	-123&-99&-104	2&15&6	-60&-68&-6	6&7&3	-0.1&-2.2&-2.6	i	45*!	-4&-6&6	0&5&-8	-17&-6&-12
COc1ccc(/C=N/Nc2ccccc2C(=O)O)cc1Cn1cc([N+](=O)[O-])cn1	6	2	-15	12	8.1	i	2.6	5	5	4
CC(=O)N/C(=C/c1ccccc1)C(=O)N1CCCCC1	5	-1	1	2	-2.8	i	-0.6	-6	-1	-10
COc1ccc(S(=O)(=O)NCCC(=O)NC2CCCCC2C)cc1[N+](=O)[O-] (stereo not drawn)	-10	4	28	9	8.4	i	-0.1	-1	-1	56*
O=C(/C=C/c1ccc2c(c1)OCO2)N1CCN(c2ccccc2F)CC1	-5	-10	12	-1	-1.3	i	-1.0	0	-3	-1
CC(C(=O)N1CCc2ccccc21)N1CCN(S(=O)(=O)c2cccc(C(F)(F)F)c2)CC1 (stereo not drawn)	5	1	0	6	1.1	i	-0.3	14	-3	-7
CCc1nnc(NC(=O)CCN2C(=O)c3ccccc3C2=O)s1	-5	-2	9	0	-2.2	i	-0.2	8	12	-7

Filtered by structure, the compounds so far with a furan ring, fused or not
SMILES	SUMO1 PPI mod	CSN deneddyl inh	DNMT1 inh	STEP inh	LMPTP block	Rpn11 inh	Tb MetRS inh	PABP1 MLLE inh	NadD block	Scp-1 inhibitor
Cc1cccc(N(C(=O)Cc2cccs2)C(C(=O)NCc2ccco2)c2ccncc2)c1 (stereo not drawn)	-2	3	-5	1	-0.3	i	0.2	5	0	5
Fc1ccc(C2=CC(c3ccc(Br)o3)n3ncnc3N2)cc1 (stereo not drawn)	-16	-46	19	-8	12	i	-0.5	167	7	4
COCCn1c(C)cc(C(=O)COC(=O)c2ccc(Br)o2)c1C	0	2	-2	0	0.4	i	-0.4	-3	-3	10
Cc1nnc(N2C(=O)C(O)=C(C(=O)c3ccco3)C2c2ccc(C(C)(C)C)cc2)s1 (stereo not drawn)	-15	-3	12	3	0.6	i	-0.5	10	18	-7
